High-throughput results: PubChem BioAssay, National Center for Advancing Translational Sciences (NCATS)
CBFb RUNX1 block = blocks binding between human CBF-beta and RUNX1 | Q01196+Q13951 | AlphaScreen CBFb-His/RUNX1-biotin binding, biochemical | Potency, µM (doses to about 59.8 µM), for the others: at the highest dose activity, negative = inhibition, hits mostly inhibitors | 230,000 tested, under 10 active | AID 1477; note: % of control where 0% means no effect
Target sequence (Q01196 whole entry, looked up): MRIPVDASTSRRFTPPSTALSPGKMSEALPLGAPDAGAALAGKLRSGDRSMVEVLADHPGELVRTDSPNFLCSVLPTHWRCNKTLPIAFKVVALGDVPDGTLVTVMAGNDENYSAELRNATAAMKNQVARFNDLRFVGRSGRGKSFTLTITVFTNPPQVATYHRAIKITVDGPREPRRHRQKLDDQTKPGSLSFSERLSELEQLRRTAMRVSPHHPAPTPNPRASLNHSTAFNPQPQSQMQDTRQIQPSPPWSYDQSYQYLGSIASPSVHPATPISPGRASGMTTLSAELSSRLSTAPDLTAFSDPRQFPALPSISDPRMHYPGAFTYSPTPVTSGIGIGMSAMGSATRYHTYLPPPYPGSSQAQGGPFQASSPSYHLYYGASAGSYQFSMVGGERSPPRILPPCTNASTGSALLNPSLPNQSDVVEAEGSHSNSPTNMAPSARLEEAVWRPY
Target sequence (Q13951 whole entry, looked up): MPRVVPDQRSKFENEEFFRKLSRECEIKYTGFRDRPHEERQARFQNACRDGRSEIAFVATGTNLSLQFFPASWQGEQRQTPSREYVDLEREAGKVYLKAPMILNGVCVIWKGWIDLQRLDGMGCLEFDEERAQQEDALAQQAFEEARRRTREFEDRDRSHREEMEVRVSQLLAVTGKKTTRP
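Bead-based AlphaScreen assay; binding partners His-tagged CBF-beta and biotinylated RUNX1 at 30 nM each. Compound exposure 15 min after a 20-min protein preincubation; bead step 90 min; all steps at room temperature.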
Tau fibril FP = blocks human tau fibril formation measured by polarization | K18 P301L tau heparin fibrillization, Alexa594 FP, 6 h | Potency, µM (doses to about 57.7 µM), for the others: top-dose activity, negative = inhibition, actives largely listed as inhibitors | 280,000 compounds, 0.39% hits; note: potency is the fitted concentration of half-maximal effect; % is set by controls: 0 for no effect and ±100 for the full control effect; nearly all actives have a fitted effect of over 55% in size
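FP of Alexa 594-tau after heparin (20 uM) induction. Substrate: human K18 P301L, 15 uM unlabeled, 0.24 uM labeled. Buffer 100 mM sodium acetate pH 7. 6 hr, 37 C.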
TRb-SRC2 inh = disrupts binding of human TR beta to SRC2 | P10828 | TRbeta-SRC2 peptide binding, fluorescence polarization; receptor liganded with 1 µM T3 | Potency, µM (titrated, usually from 106 µM), for the others: at the top dose activity change, negative = inhibition, usual class: inhibitors | 280,000 compounds, 0.065% hits | AID 1469;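 note: potency is the fitted concentration of half-maximal effect; plate controls were bound peptide for no effect and peptide without receptor for full effect; nearly all actives have a fitted effect of over 50% in size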
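A fluorescence polarization screen tested compounds at multiple concentrations against complex formation between 0.6 uM TRb ligand-binding domain and 20 nM Texas Red SRC2 peptide, with 1 uM T3 present; readout after 5 hr.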
Epigenetic reg = epigenetic control regulation, reporter derepression. murine LDR cells, GFP reporter derepression, 30 h. Potency, µM (highest dose often 53.9 µM), for the others: at the top dose GFP activation, actives largely listed as activators. 280,000 compounds, 0.2% hits. AID 1865; note: potency is the fitted concentration of half-maximal effect; % of control where 0% means no effect; nearly all actives have a fitted effect of over 60% in size
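Murine LDR cells carrying a silenced, genomically integrated CMV-driven GFP reporter were exposed to compound for 30 hours at 37 C. After PBS washes, GFP-positive cells (20–120 um objects) were counted by laser-scanning microplate cytometry.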
Tau fluor counter = counter-screen for tau fibril formation inhibitors; tau K18 P301L (four-repeat tau fragment) Alexa594 fluorescence, heparin fibrillization; Potency, µM (highest dose often 57.7 µM), without a hit: at the top dose activity change, negative = decrease; 280,000 compounds, 0.93% hits; AID 1463; note: potency is the fitted concentration of half-maximal effect; % is set by controls: 0 for no effect and ±100 for the full control effect; nearly all actives have a fitted effect of over 55% in size
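Human K18 P301L tau (15 uM unlabeled plus 0.24 uM Alexa 594-labeled, final) in 100 mM sodium acetate pH 7 was mixed with compound and 20 uM heparin and incubated 6 hr at 37 C.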
GLA spleen mod = inhibits or activates alpha-galactosidase in human spleen homogenate | Potency, µM (series often up to 80 µM), for inactives: at the highest dose activity change, negative = inhibition, usual class: inhibitors | AID 2107 | P06280 | 240,000 compounds, 0.008% hits | human spleen homogenate, 4MU-alpha-Gal fluorescence, 40 min;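 note: potency is the fitted concentration of half-maximal effect; 0% = enzyme with vehicle and -100% = no enzyme basal signal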
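qHTS titration in buffer at pH 5.0. Alpha-galactosidase activity in spleen homogenate was measured via 4-methylumbelliferone release from 1 mM fluorogenic substrate after 40 min at 37C and a pH 10 stop. AC50 came from Hill fits of control-normalized data.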
TexasRed fluor = alters Texas Red total fluorescence, flagging assay interference | Potency, µM (highest dose often 106 µM), without a hit: at the top dose fluorescence change, negative = quenching | AID 1479 | 280,000 compounds, 0.29% hits | TRb/SRC2 Texas Red total fluorescence interference; active = well fitted curve in either direction with a large enough effect; inconclusive = small, poorly fitted or top-dose-only effect; note: potency is the fitted concentration of half-maximal effect; % is set by controls: 0 for no effect and ±100 for the full control effect
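Human TRb ligand-binding domain at 0.6 uM with 20 nM Texas Red SRC2 peptide in Tris buffer containing 1 uM T3 and 5% DMSO, incubated with compound 5 h at ambient temperature. Total fluorescence (555/632 nm) calculated as parallel + 2 × perpendicular.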
NPSR antagonist = blocks cAMP signaling of the human neuropeptide S receptor; Q6W5P4; CHO-NPSR cells, cAMP TR-FRET, antagonist mode; Potency, µM (titrated, usually from 38.3 µM), inactives show at the top dose activity change, negative = inhibition, hits mostly inhibitors; 220,000 compounds, 1% hits; AID 1461; note: potency is the fitted concentration of half-maximal effect; % is set by controls: 0 for no effect and ±100 for the full control effect; nearly all actives have a fitted effect of over 50% in size; many of its hits are not listed in these tables
Target sequence (Q6W5P4 whole entry, looked up): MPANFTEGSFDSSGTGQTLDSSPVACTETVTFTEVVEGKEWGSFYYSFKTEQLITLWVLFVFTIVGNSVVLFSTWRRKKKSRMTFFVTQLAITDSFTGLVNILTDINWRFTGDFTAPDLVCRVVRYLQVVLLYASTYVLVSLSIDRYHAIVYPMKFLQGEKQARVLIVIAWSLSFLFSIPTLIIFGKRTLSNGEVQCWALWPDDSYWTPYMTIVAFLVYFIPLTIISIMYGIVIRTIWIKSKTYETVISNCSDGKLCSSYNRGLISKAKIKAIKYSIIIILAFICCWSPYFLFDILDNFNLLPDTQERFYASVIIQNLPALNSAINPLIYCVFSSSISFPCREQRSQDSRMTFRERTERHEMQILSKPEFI
An asterisk follows results filed as active; ? = inconclusive; · = no result given; [ ] = remark or other dose. Unless noted, calls come from the whole dose curve; as a rule, active = well fitted curve in the direction sought with a large enough effect; inconclusive = small, poorly fitted or top-dose-only effect, or another doubt; inactive = no such curve, though single readings can be large; an effect the other way counts as inactive or inconclusive.

SMILES	CBFb RUNX1 block	Tau fibril FP	TRb-SRC2 inh	Epigenetic reg	Tau fluor counter	GLA spleen mod	TexasRed fluor	NPSR antagonist
O=C(NCC(=O)N(CC1CCCO1)C(C(=O)NC1CCCCC1)c1ccc(F)cc1)c1ccco1 (stereo not given)	-3%	2%	-14%	15%	0%	-8%	0%	-22%[46.1 µM]
COCCn1nnnc1CN1CCN2CCCC2C1 (stereo not given)	2%	-9%	-6%	0.0%	-13%	3%	-1%	-2%[46.1 µM]
Nc1nc2c(ncn2[C@@H]2O[C@H](COP(=O)(O)OP(=O)(O)O)[C@@H](O)[C@H]2O)c(=O)[nH]1	-5%	1%	5%	6.3%	-2%	-4%	-1%	·
CS(=O)(=O)N1CCN(c2ccc(NC(=S)NC(=O)c3cccs3)cc2)CC1	23%	2%	-6%	8.9%	-13%	5%	-3%	-22%
COc1cc(/C=N/Nc2nc(N3CCCC3)nc(N3CCCC3)n2)ccc1O	-2%	12%	-5%	0.0%	-18%	-8%	-5%	-13%[46.1 µM]
O=C(N/N=C/c1ccncc1)c1cccc([N+](=O)[O-])c1	-4%	2%	10%	-0.1%	3%	-5%	13%	11%
Cc1ccc(CNC(=O)c2ccc(CSCc3c(F)cccc3Cl)o2)cc1	·	9%	3%	1.8%	-5%	·	1%	·
Cn1c2c(c(=O)[nH]c1=O)C(NC(=O)c1ccco1)(C(F)(F)F)C(=O)N2 (stereo not given)	2%	-2%	-15%	-1.0%	1%	-3%	-1%	-8%[46.1 µM]
CSc1ccc(/C=C/c2nc3ccccc3n2S(=O)(=O)c2cccc(Cl)c2)cc1	·	?	0%	2.3%	?	·	-2%	·
CC(O)Cn1nc([N+](=O)[O-])nc1N (stereo not given)	5%	-1%	-1%	-0.3%	4%	8%	-5%	0%
CC(C)CNC(=O)CC1Nc2ccccc2NC1=O (stereo not given)	1%	-6%	-6%	1.1%	-6%	5%	-1%	-2%
Cc1ccc(S(=O)(=O)CCC(=O)N2CCN(c3nc4c(C)c(Cl)ccc4s3)CC2)cc1	·	6%	0%	1.1%	-21%	·	0%	·
COc1ccc(C2=NOC(C(=O)NCc3ccco3)C2)cc1 (stereo not given)	-5%	-3%	10%	-1.0%	-10%	-1%	1%	8%[46.1 µM]
CC(=O)O[C@H]1C(=O)[C@@]2(C)[C@H]([C@H](OC(=O)c3ccccc3)[C@]3(O)C[C@H](OC(=O)[C@H](O)[C@@H](NC(=O)c4ccccc4)c4ccccc4)C(C)=C1C3(C)C)[C@]1(OC(C)=O)CO[C@@H]1C[C@@H]2O	6%[21.7 µM]	-2%	-7%[201 µM]	0.3%	-16%	6%	1%[201 µM]	·
COc1ccc(OC)c(CCNC(=O)c2nn(C)c3c2CSc2ccccc2-3)c1	·	8%	-5%	0.1%	2%	·	0%	·
O=C(O)CCCN1C(=O)C(=O)/C(=C(/O)c2ccccc2)C1/C=C/c1ccccc1 (stereo not given)	5%	-1%	1%[53 µM]	1.2%	-8%	2%	-2%[53 µM]	2%
O=C(CSc1nnc(Cn2c(=O)sc3ccccc32)n1-c1ccccc1)N1CCOCC1	4%	-13%	-9%	1.1%	-13%	10%	-5%	-5%[46.1 µM]
CCc1ccc(-n2c(SCC(=O)N3Cc4ccccc4CC3C(=O)O)nnc2-c2ccncc2)cc1 (stereo not given)	0%	-3%	-2%	0.0%	0%	0%	2%	5%
O=C(Cn1c(=O)oc2cc(S(=O)(=O)N3CCOCC3)ccc21)N1CCc2ccccc2C1	1%	10%	2%	0.8%	-4%	-1%	-4%	-9%[46.1 µM]
CCOC(=O)CC1C(=O)NCCN1S(=O)(=O)c1ccc(C)cc1 (stereo not given)	13%	?	4%	-0.5%	-9%	-5%	-1%	10%
CCOC(=O)n1c(=O)n(Cc2ccccc2)c2ccccc21	13%	8%	-6%	4.5%	-10%	2%	1%	2%[46.1 µM]
Cc1ccc(Cc2cnc(N3C(=N)SC(c4ccccc4)C3=O)s2)cc1 (stereo not given)	-13%	1%	1%	-0.9%	-3%	-4%	-2%	-5%[46.1 µM]
N=c1n(CC(=O)O)c2ccccc2n1Cc1ccccc1Cl	7%	1%	-12%	-3.7%	6%	18%	-2%	-1%[46.1 µM]
COc1ccc(Cn2cc(F)c(=O)n(CCC(C)C)c2=O)cc1[N+](=O)[O-]	9%	-3%	-6%	-0.9%	-19%	-2%	0%	-3%[46.1 µM]
CCc1nc2ccc(C(=O)NCc3ccco3)cc2nc1CC	6%	-1%	4%	-1.0%	0%	0%	2%	-9%[46.1 µM]

Given as labelled records: 4 of the compounds above
O=C(N/N=C/c1ccncc1)c1cccc([N+](=O)[O-])c1
  CBFb RUNX1 block = -4%
  Tau fibril FP = 2%
  TRb-SRC2 inh = 10%
  Epigenetic reg = -0.1%
  Tau fluor counter = 3%
  GLA spleen mod = -5%
  TexasRed fluor = 13%
  NPSR antagonist = 11%
Cc1ccc(CNC(=O)c2ccc(CSCc3c(F)cccc3Cl)o2)cc1
  CBFb RUNX1 block = ·
  Tau fibril FP = 9%
  TRb-SRC2 inh = 3%
  Epigenetic reg = 1.8%
  Tau fluor counter = -5%
  GLA spleen mod = ·
  TexasRed fluor = 1%
  NPSR antagonist = ·
Cn1c2c(c(=O)[nH]c1=O)C(NC(=O)c1ccco1)(C(F)(F)F)C(=O)N2 (stereo not given)
  CBFb RUNX1 block = 2%
  Tau fibril FP = -2%
  TRb-SRC2 inh = -15%
  Epigenetic reg = -1.0%
  Tau fluor counter = 1%
  GLA spleen mod = -3%
  TexasRed fluor = -1%
  NPSR antagonist = -8%[46.1 µM]
CSc1ccc(/C=C/c2nc3ccccc3n2S(=O)(=O)c2cccc(Cl)c2)cc1
  CBFb RUNX1 block = ·
  Tau fibril FP = ?
  TRb-SRC2 inh = 0%
  Epigenetic reg = 2.3%
  Tau fluor counter = ?
  GLA spleen mod = ·
  TexasRed fluor = -2%
  NPSR antagonist = ·

Back to the main list, starting two compounds before the break.
SMILES	CBFb RUNX1 block	Tau fibril FP	TRb-SRC2 inh	Epigenetic reg	Tau fluor counter	GLA spleen mod	TexasRed fluor	NPSR antagonist
COc1ccc(Cn2cc(F)c(=O)n(CCC(C)C)c2=O)cc1[N+](=O)[O-]	9%	-3%	-6%	-0.9%	-19%	-2%	0%	-3%[46.1 µM]
CCc1nc2ccc(C(=O)NCc3ccco3)cc2nc1CC	6%	-1%	4%	-1.0%	0%	0%	2%	-9%[46.1 µM]
N#Cc1c(NC(=O)COC(=O)c2ccc(S(=O)(=O)N3CCCC3)cc2)sc2c1CCCCC2	5%	4%	-3%	-0.9%	-16%	-6%	-2%	-2%[46.1 µM]
Cc1cccc(-n2nnc(C(=O)NCc3ccc4c(c3)OCO4)c2N)c1	-3%	0%	2%	0.2%	-6%	8%	-3%	-13%[46.1 µM]
Cc1ccc(SCCNC(=O)/C=C/c2ccccc2Cl)cc1	-6%	-1%	6%	-0.9%	1%	5%	-2%	-18%[46.1 µM]
COn1c(SC(C)C)nc2ccccc2c1=O	2%	-14%	6%	-1.4%	-12%	0%	0%	-9%[46.1 µM]
CCc1ccc2occ(CC(=O)NCc3ccccc3)c2c1	·	2%	5%	1.9%	-17%	·	9%	·
CCOc1ccccc1NC(=O)CN1Cc2ccccc2C1=O	·	3%	4%	-1.2%	0%	·	-10%	·
Nc1nc(N2CCN(Cc3ccccc3)CC2)n[nH]1	-1%	-2%	-4%	4.7%[10.1 µM]	-2%	4%	-4%	1%
CCOc1cccc2sc(Nc3nc4ccc(NC(C)=O)cc4s3)nc12	-2%	-2%	9%	3.4%	?	0%	1%	2%
O=C(CNC(=O)c1ccccc1)NCCc1nc2ccccc2[nH]1	6%	-7%	2%	-1.0%	-7%	-2%	-5%	4%[46.1 µM]
Cc1cc(C)c2c(CC(=O)N(Cc3ccc(N(C)C)cc3)Cc3ccco3)coc2c1	·	2%	-8%	-1.9%	?	·	?	·
Fc1ccc(-n2c(-c3ccco3)nc3nc4ccccc4nc32)cc1	1%	5%	-3%	1.5%	-1%	28%	-4%	-5%[46.1 µM]
Cc1nnc(SCC2=C(C(=O)O)N3C(=O)C(NC(=O)C(C)n4nc(C(F)(F)F)cc4C)C3SC2)s1 (stereo not given)	-13%	-20%	-7%	-1.7%	-5%	-15%	-2%	22%
CC1CCCC(C)N1C(=O)Cn1c(SCC(=O)Nc2ccc3c(c2)OCO3)nc2ccccc21 (stereo not given)	-2%	-6%	2%	-4.4%	-21%	4%	-1%	?
Cc1ccc(NC2=NC(C(=O)Nc3ccc(C)c(C)c3)CC(=O)N2)cc1 (stereo not given)	7%	2%	10%	2.1%	2%	10%	-1%	6%[46.1 µM]
CCc1ccc(C(=O)CN2CCSC2=N)cc1	?	1%	0%	2.3%	-7%	-19%	-2%	25%
O=C(NC(=S)Nc1ccc(S(=O)(=O)N2CCCCC2)cc1)c1ccc(Cl)cc1	-1%	0%	-5%	-0.2%	0%	-4%	-1%	-26%[46.1 µM]
CSC(=NC1CCCCC1)NS(=O)(=O)c1ccccc1	-2%	-5%	7%	0.0%	-7%	-1%	-1%	-20%[46.1 µM]
COc1ccc(NC(=O)CN(c2ccccc2)S(=O)(=O)N(C)C)cc1OC	-22%	-1%	3%	-2.1%	-3%	-1%	-6%	9%[46.1 µM]
O=C(O)/C=C(\Oc1ccccc1)C1(O)CCCCC1	-1%	-6%	2%	2.1%	-14%	3%	0%	-33%
Cc1ccc2[nH]c(CSc3nnc(NC(=O)c4ccc(Cl)cc4)s3)cc(=O)c2c1	·	?	2%	0.1%	-28%	·	-1%	·
COc1cccc(/C=C/C(=O)OCC(=O)NCC2CCCO2)c1 (stereo not given)	4%	2%	1%	4.8%	8%	1%	0%	2%
CC(=C1C(=O)c2ccccc2C1=O)N1CCN(C/C=C/c2ccccc2)CC1	-4%	-2%	-21%	-1.4%	-29%	1%	2%	-6%[46.1 µM]
Cc1ccc(CNC(=O)CCC2CCCN(Cc3cccc4c3OCO4)C2)o1 (stereo not given)	6%	-2%	5%	0.0%	-9%	-1%	3%	11%

An excerpt; count on the stated rates, not on these rows.
